PfG6PD inh – PfG6PD enzyme inhibitors, primary screen, biochemical, fluorescence intensity, uHTS; glucose-6-phosphate dehydrogenase-6-phosphogluconolactonase (Plasmodium falciparum 3D7); PfGluPho enzyme, NADPH resazurin-diaphorase fluorescence; inhibition, % at 20 µM; 0.78% of 350,000 active;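 active = inhibition reaching at least a set limit at 20 µM in the primary screen, cut at about 59% in these data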;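 note: 0% = DMSO wells with substrate and 100% = DMSO wells lacking glucose-6-phosphate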
mIAP act – activators of mouse IAP, primary screen, biochemical, luminescence, uHTS | muIAP, CDP-Star luminescence, 30 min; stronger effect = higher value; 1 = vehicle-only enzyme signal, 0 = enzyme-free wells | 0.24% of 330,000 active | intestinal alkaline phosphatase [Mus musculus] | activation factor at 10 µM | AID 2805, 2010;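 active = activation factor of at least 2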; note: the source names both 10 and 20 µM as test concentration; values of inactives mirror those of a sister screen read the other way
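Assay system: mouse IAP enzyme; Reagent: CDP-Star chemiluminescent phosphatase substrate; Compound: DMSO-dissolved test compounds; Incubation: 30 min, room temperature; Technique: luminescence from enzymatic CDP-Star hydrolysis; Controls: DMSO-only wells and no-enzyme negative control.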
ATG4B inh – ATG4B protease inhibitors, primary screen, biochemical, fluorescence, uHTS; ATG4B cleavage of LC3-PLA2, NBD-HPC fluorescence, 1 h; inhibition, % at 8.33 µM; 0.51% of 340,000 active; in the data active = inhibition above about 40%
APOBEC3A inh – APOBEC3A ssDNA deaminase inhibitors, primary screen, selectivity assay for APOBEC3G inhibitor project, biochemical, FAM/TAMRA oligo cleavage fluorescence; 0.41% of 330,000 active; inhibition, % at 20 µM; DNA dC->dU-editing enzyme APOBEC-3A (Homo sapiens), P31941; AID 493011, 2011; recombinant A3A, FAM/TAMRA ssDNA deamination fluorescence;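 active = at least 40% inhibition at 20 µM here, with at most 30% in a related deaminase screen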;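 note: plate controls were A3A with DMSO for no effect and wells lacking A3A enzyme for full effect; some results filed as inactive read as strong as hits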
Target sequence (P31941 whole entry, looked up): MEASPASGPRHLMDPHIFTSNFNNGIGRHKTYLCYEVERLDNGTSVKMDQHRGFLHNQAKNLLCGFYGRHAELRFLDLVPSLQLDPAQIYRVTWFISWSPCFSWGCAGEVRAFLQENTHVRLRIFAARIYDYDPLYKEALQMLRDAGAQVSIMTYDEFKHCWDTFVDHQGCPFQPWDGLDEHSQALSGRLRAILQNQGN
mIAP block – inhibitors of mouse IAP, primary screen, biochemical, luminescence, uHTS; purified mouse IAP, CDP-Star luminescence, 30 min; inhibition, % at 10 µM; 0.2% of 330,000 active; AID 2806, 2010;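 active = inhibition of at least 40% at 10 µM in the primary screen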;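 note: plate controls were DMSO with enzyme for no effect and no enzyme wells for full effect; values of inactives mirror those of a sister screen read the other way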
hIAP inh – human IAP inhibitors, primary screen, biochemical, luminescence, uHTS; Intestinal-type alkaline phosphatase (Homo sapiens), P09923; 0.12% of 330,000 active; inhibition, % at 10 µM; AID 2544, 2010; purified IAP, CDP-Star luminescence, 30 min;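 active = inhibition reaching a set limit with compound at 10 µM in the primary screen, cut at about 35% in these data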;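 note: plate controls were DMSO wells with enzyme for no effect and no-enzyme buffer wells for full effect; values of inactives mirror those of a sister screen read the other way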
Target sequence (P09923 whole entry, looked up): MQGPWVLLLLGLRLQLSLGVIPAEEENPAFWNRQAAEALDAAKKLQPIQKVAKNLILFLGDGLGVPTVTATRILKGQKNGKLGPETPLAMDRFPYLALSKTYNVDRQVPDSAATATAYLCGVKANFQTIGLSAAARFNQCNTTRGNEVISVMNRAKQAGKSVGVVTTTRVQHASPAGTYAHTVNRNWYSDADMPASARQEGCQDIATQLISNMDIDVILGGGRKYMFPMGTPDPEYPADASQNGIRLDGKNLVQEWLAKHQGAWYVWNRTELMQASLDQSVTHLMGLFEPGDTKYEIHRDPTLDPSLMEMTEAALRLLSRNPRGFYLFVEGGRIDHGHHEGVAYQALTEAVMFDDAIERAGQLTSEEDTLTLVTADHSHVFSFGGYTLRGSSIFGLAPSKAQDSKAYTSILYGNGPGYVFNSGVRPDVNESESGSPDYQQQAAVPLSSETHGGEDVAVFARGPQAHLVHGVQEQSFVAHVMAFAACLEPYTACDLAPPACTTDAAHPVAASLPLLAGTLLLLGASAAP
hIAP act – human IAP activators, primary screen, biochemical, luminescence, uHTS | purified human IAP, CDP-Star luminescence, 30 min; stronger effect = higher value; 1 = vehicle-only enzyme, 0 = enzyme-free background | activation factor at 10 µM | 0.16% of 330,000 active;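 active = activation factor of the enzyme at least 2-fold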; note: the source names both 10 and 20 µM as test concentration; values of inactives mirror those of a sister screen read the other way
HKDC1 inhibitor – HKDC1 hexokinase inhibitors, primary screen, biochemical, fluorescence, uHTS; Q2TB90; recombinant HKDC1, G6PDH/diaphorase resazurin coupled fluorescence; inhibition, % at 20 µM; 0.16% of 340,000 active;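 active = inhibition above about 35% when tested at 20 µM, limit read from the data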;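 note: plate controls were DMSO wells with enzyme for no effect and DMSO wells lacking enzyme for full effect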
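Assay system: recombinant HKDC1 hexokinase; detection: coupled resazurin fluorescence, excitation 525 nm, emission 613 nm; benchmarks: DMSO-plus-enzyme-mix negative control, buffer-substituted positive control; compound dosing: single 20 µM dose; schedule: 90 min at room temperature in dark; also added: glucose plus 1 mM ATP as hexokinase substrates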
* marks the source's active call; other numbers are inactive results. This is a random part of the collection; about 2.4% have a hit in one of these screens.

SMILES	PfG6PD inh	mIAP act	ATG4B inh	APOBEC3A inh	mIAP block	hIAP inh	hIAP act	HKDC1 inhibitor
Cc1cc(C(F)F)nn1CC(=O)NC1C(=O)N2C(C(=O)O)=C(CSc3nnnn3C)CSC12 (stereo not given)	5	0.9	5	11	10	-4	1	-5
O=C(N/N=C/c1cccs1)[C@H]1C[C@@H]1c1ccccc1	0	1	-4	-5	0	-9	1.1	-14
Cn1ccsc1=NC(=O)c1ccc(S(C)(=O)=O)cc1	2	0.98	-18	1	2	-2	1	0
O=C(NCc1ccccc1)/C(NC(=O)c1ccccc1)=C(/Sc1ccccn1)c1ccccc1	1	0.98	-8	-8	2	-6	1.1	-8
CC(=O)c1ccc(NS(=O)(=O)c2ccccc2)cc1	-11	1	-5	-2	-5	0	1	-15
O=C(c1ccc(S(=O)(=O)N2CCOCC2)cc1)N1CCN(c2ccccc2)CC1	-13	1	-3	2	-2	14	0.86	-10
N#CCC(=O)Nc1ccc(C(=O)OCC(=O)Nc2ccccc2Sc2ccccc2)cc1	2	0.95	13	3	5	3	0.97	-2
COc1ccc(/C=C/c2nc(S(=O)(=O)c3ccccc3)c(NCCCN(C)C)o2)cc1OC	-1	0.95	4	-2	4	18	0.82	-1
Cc1ccc(C)c(NCCC#N)c1	-4	1	4	-8	-5	10	0.9	8
Cc1cc(C)c(C(=O)COC(=O)C2CCN(c3ccc(C(F)(F)F)cn3)CC2)c(C)c1	27	0.97	-2	-4	3	1	0.99	7
Cc1cc(Nc2c(C)n(C)n(-c3ccccc3)c2=O)n2c(nc3ccccc32)c1C#N	12	0.93	-7	-6	7	-1	1	10
CN1C2CCC1CC(NS(=O)(=O)c1ccc(C#N)cc1)C2 (stereo not given)	-16	0.99	8	2	1	-17	1.2	-5
O=C(c1ccc2c(c1)OCO2)N1CCN(S(=O)(=O)N2CCCCC2)CC1	-3	1.1	-8	2	-10	3	0.97	-5
Cc1c(NC(=O)c2cc(-c3ccc(O)cc3)on2)c(=O)n(-c2ccccc2)n1C	-6	1.1	3	0	-11	5	0.95	7
CC12CN3CCN(CC(C3)/C1=N/N=C/c1cccc([N+](=O)[O-])c1)C2	2	1.1	-10	5	-9	-18	1.2	-5
O=C(CSc1nc2ccccc2c(=O)n1CCCO)NCc1ccccc1	-1	1	-12	0	0	-16	1.2	-7
Cc1cc(C(=O)OCC(=O)N2CCCC2)c2ccccc2n1	-7	0.94	-3	3	6	11	0.89	-8
COc1ccc(S(=O)(=O)N(CC(=O)NCc2cccnc2)c2ccc(C)cc2)cc1OC	3	0.97	-7	1	3	-3	1	1
COc1cccc(N2CCN(C(=O)C3CCN(S(=O)(=O)c4ccc5c(c4)CC(C)N5C(C)=O)CC3)CC2)c1 (stereo not given)	19	1	-12	-6	-2	-24	1.2	1
Brc1ccc(CN2C3=NCCCN3c3ccccc32)cc1	22	1.1	-6	1	-12	-21	1.2	-12
O=C(O)CC1(CC(=O)NCc2ccccn2)CCCCC1	4	0.89	-9	-2	11	-32	1.3	-4
Cn1c(SCC(=O)Nc2cccc(F)c2)nc2c(c1=O)SCC2	12	0.95	-7	-5	5	-16	1.2	-2
CS(=O)(=O)Cc1ccc(C(=O)NC2CCSc3ccccc32)cc1 (stereo not given)	17	0.95	-5	-3	5	6	0.94	-4
O=c1nc(N2CCOCC2)ccn1-c1nc(-c2ccccc2)sc1-c1ccccc1	3	0.98	-6	4	2	6	0.94	-4
O=C(Cn1cnnn1)Nc1ccccc1Cc1ccccc1	5	1.1	3	0	-12	-2	1	-1
Cc1ccc(/C=N/Nc2ccc(Cl)nn2)cc1	-6	0.92	-1	-1	8	2	0.98	-8
Cc1cccc(OCCC(=O)NNC(=O)c2ccoc2C)c1	-3	1.1	6	-2	-6	-9	1.1	-5
COc1ccccc1C(=O)NCCC(=O)N1CCN(S(=O)(=O)c2ccccc2C(F)(F)F)CC1	-6	1	-10	0	-2	-5	1	0
CCOC(=O)C1(Cc2cccc(F)c2)CCN(CC2CC2)CC1	-10	1	-1	-2	-1	-12	1.1	-8
CCOC(=O)/C(=N\Nc1cc(Cl)ccc1Cl)N1CCN(C)CC1	-16	0.99	-2	4	1	6	0.94	-11
CCOc1ccc(S(=O)(=O)N(C)CCO)cc1-c1nc2c(C(C)(C)C)nn(C)c2c(=O)[nH]1	-3	0.94	-1	3	6	11	0.89	-2
CCOc1ccccc1NC(=S)N(CCCN1CCOCC1)Cc1cn(C)c2ccccc12	5	1	-12	-6	-2	8	0.92	-4
Cc1ccnc(NC(=O)CCC(=O)N(CC(=O)NCc2ccccc2)Cc2ccc(F)cc2)c1	-7	1	-6	3	-1	5	0.95	-8
CC(C)CCNC(=O)C1CCC(CNc2c(N3CCCC3)c(=O)c2=O)CC1 (stereo not given)	2	0.98	-5	-1	2	-9	1.1	-5
C[C@H](CO)N1C[C@H](C)[C@@H](CN(C)Cc2ccc3c(c2)OCO3)Oc2c(NS(C)(=O)=O)cccc2C1=O	2	1	-5	-3	-4	7	0.93	-3
Oc1ccc(-c2csc(Nc3ncccn3)n2)cc1	9	0.97	-7	-2	3	16	0.84	5
Cc1ccc(CSCC(=O)N(C)CC(=O)Nc2cccc(F)c2)cc1	7	1	-5	-3	-3	-14	1.1	-3
O=C(CN1CCN(C(=O)N2CCOCC2)CC1)Nc1cc(Cl)ccc1Cl	-6	1	-1	-3	-4	4	0.96	-7
COc1ccc(C2CC(c3ccccc3)=NN2C(=O)COC(=O)c2ccc(S(C)(=O)=O)cc2)cc1 (stereo not given)	16	0.87	-1	-6	13	4	0.96	-4
O=C(NCC(=O)N1CCN(c2ccccc2O)CC1)c1ccc2c(c1)OCO2	10	0.93	-16	-2	7	28	0.72	3
CCN(CC)C(=O)Cn1cc(SCC(=O)NC)c2ccccc21	-6	0.9	-5	83*	10	-1	1	-10
Cc1ccnc(NC(=O)CCC2COc3ccccc3O2)c1 (stereo not given)	-13	0.97	6	-1	3	-3	1	-3
CC(=O)Nc1ccc(S(=O)(=O)Nc2nc3ccccc3nc2N2CCCC2)cc1	-43	1.1	9	0	-5	10	0.9	2
COC(=O)c1sc(NC(=O)COc2cccc(C)c2)nc1C	-15	0.95	-1	-1	5	-4	1	11
CC(C)(C)c1ccccc1OCC(=O)Nc1ccccc1C(=O)NCc1cccnc1	16	1.1	-16	3	-13	7	0.93	1
CCCC(=O)Nc1nnc(SCC(=O)NCc2cccs2)s1	4	0.9	-8	0	10	7	0.93	6
Cc1cc(C)nc(N/N=C/c2ccccc2OCc2ccc([N+](=O)[O-])cc2)n1	4	0.96	-7	-1	4	-3	1	-5
O=C(NCC(c1cccnc1)N1CCN(c2ccc(F)cc2)CC1)OCc1ccccc1 (stereo not given)	3	1.1	0	1	-14	-14	1.1	-4
CCOC(=O)C(=CNc1ccc2c(c1)nnn2-c1ccc(Cl)cc1)C(=O)OCC	-11	0.84	-3	-12	16	8	0.92	9
CCc1ccccc1NC(=O)c1cc(-c2ccc3c(c2)OCO3)on1	-8	1	-1	-2	-5	-13	1.1	5
CCCCSc1nnc2nc(C)cc(C)n12	-4	1	5	-3	0	-6	1.1	8
C#CCOCCOCCOCCNc1nc(N2CCN(C(=O)CCCCCCCCCCNC(=O)Cn3cc(C[C@@H](C)O)nn3)CC2)nc(N2CCN(C(=O)CCCCCCCCCCNC(=O)[C@H](CCCN=C(N)N)n3cc(C[C@@H](C)CC)nn3)CC2)n1	51	4.9*	31	0	-391	0	0.99	-7
Cn1c(=O)c2c(O)c([N+](=O)[O-])c(=O)n(C)c2n(C)c1=O	1	1	8	-3	-4	-4	1	-4
N#C/C(=C\c1ccc(-c2ccccc2C(=O)O)o1)c1nc2ccccc2[nH]1	5	0.96	-4	-1	4	6	0.94	11
COCC(=O)N1CCC(Oc2ccc(C(=O)N[C@H](C(=O)OC)C(C)C)cc2)CC1	11	1.1	-5	-4	-5	4	0.96	1
Cc1ccc(OCC(=O)NC(=S)Nc2ccc(S(=O)(=O)Nc3cc(C)on3)cc2)c(Br)c1	-4	0.91	-6	-6	9	-10	1.1	10
CNS(=O)(=O)c1cccc(C(=O)OCc2cc(Cl)cc3c2OCOC3)c1	-20	1	7	0	0	-15	1.1	-1
CC(C)c1nnc(NC(=O)CCC(=O)Nc2ccc(Cl)cc2)s1	-13	0.96	-7	-2	4	12	0.88	-6
Cc1ccc(S(=O)(=O)NCC(=O)OC(C)C(=O)NC(=O)NC2CCCCC2)cc1C (stereo not given)	-1	1	5	-1	-4	-2	1	0
C=CCOc1ccc(C2NC(=S)NC(C)=C2C(=O)c2ccccc2)cc1OC (stereo not given)	11	1	0	0	-2	-3	1	-10

Following part
SMILES	PfG6PD inh	mIAP act	ATG4B inh	APOBEC3A inh	mIAP block	hIAP inh	hIAP act	HKDC1 inhibitor
Cc1cc(C)c(C)c(S(=O)(=O)N2CCN(C(=O)CCc3nc4ccccc4c(=O)[nH]3)CC2)c1C	2	0.97	-8	2	2	-31	1.3	0
COc1ccc([C@H]2CC(=O)C=C(c3ccc(Cl)c(Cl)c3)C2)cc1	3	0.95	0	0	5	17	0.83	5
CCc1cc2c(=O)n(CC(=O)NCCc3ccc(OC)c(OC)c3)cnc2s1	-18	0.98	1	1	2	-2	1	0
CN(CC(=O)Nc1ccccc1C(F)(F)F)C(=O)CCc1nc2ccccc2c(=O)[nH]1	3	0.97	-12	0	3	12	0.88	-2
Cn1c(=O)c2c(nc(Sc3ncccn3)n2Cc2ccccc2Cl)n(C)c1=O	10	1	-4	-1	-3	5	0.95	-12
COc1ccc(C(=O)Nc2ccccc2N2CCCC2)cc1S(=O)(=O)N1CCOCC1	3	0.94	-8	-5	6	3	0.97	-7
CCCn1c(SCC(=O)Nc2ccc(C(=O)Nc3ccccc3OC)cc2)n[nH]c1=O	4	0.97	-12	-3	3	0	1	-11
O=C(c1ccc(N2C(=O)CCC2=O)cc1)N1CCN(c2ccccc2)CC1	-3	1	2	-2	-1	5	0.95	0
COCCNC(=S)NNC(=O)c1cccs1	-4	1	2	0	0	-14	1.1	-14
O=C(CSc1nncn1-c1ccccc1)Nc1ccccc1	2	1	11	-1	0	0	1	-3
O/N=C(\C[n+]1ccccc1)c1ccc(Br)cc1	-12	0.97	1	3	3	-10	1.1	5
C/C(=N\OCC(=O)Nc1ccccc1C(C)(C)C)c1ccc2c(c1)OCCO2	-13	1	22	2	0	-18	1.2	-2
Cc1ccc(NC(=O)CCN2C(=O)c3cccc([N+](=O)[O-])c3C2=O)c(Br)c1	3	0.97	-9	-6	2	2	0.98	2

Profiles, looked up by structure:
`CCc1cc2c(=O)n(CC(=O)NCCc3ccc(OC)c(OC)c3)cnc2s1` is listed with PfG6PD inh = -18; mIAP act = 0.98; ATG4B inh = 1; APOBEC3A inh = 1; mIAP block = 2; hIAP inh = -2; hIAP act = 1; HKDC1 inhibitor = 0
`O=C(CSc1nncn1-c1ccccc1)Nc1ccccc1` is listed with PfG6PD inh = 2; mIAP act = 1; ATG4B inh = 11; APOBEC3A inh = -1; mIAP block = 0; hIAP inh = 0; hIAP act = 1; HKDC1 inhibitor = -3

Source: PubChem (Sanford-Burnham Center for Chemical Genomics)
